PLK1 PBD inh = qHTS for Inhibitors of PLK1-PDB (polo-like kinase 1 - polo-box domain): Primary Screen; AID 720504, 2013; Plk1 PBD binding of FITC phosphopeptide, fluorescence polarization; Potency, µM, without a hit: max response, negative = inhibition, most hits filed as inhibitors; 360,000 tested, 2.8% active; Serine/threonine-protein kinase PLK1 (Homo sapiens), P53350; further: potency means the concentration at half of the fitted maximal effect; series mostly up to about 57 µM; on the % scale 0 is the no-effect control and ±100 the full control effect; nearly all actives have a fitted effect of over 65% in size
Target sequence (P53350 whole entry, looked up, the tested form may be a part): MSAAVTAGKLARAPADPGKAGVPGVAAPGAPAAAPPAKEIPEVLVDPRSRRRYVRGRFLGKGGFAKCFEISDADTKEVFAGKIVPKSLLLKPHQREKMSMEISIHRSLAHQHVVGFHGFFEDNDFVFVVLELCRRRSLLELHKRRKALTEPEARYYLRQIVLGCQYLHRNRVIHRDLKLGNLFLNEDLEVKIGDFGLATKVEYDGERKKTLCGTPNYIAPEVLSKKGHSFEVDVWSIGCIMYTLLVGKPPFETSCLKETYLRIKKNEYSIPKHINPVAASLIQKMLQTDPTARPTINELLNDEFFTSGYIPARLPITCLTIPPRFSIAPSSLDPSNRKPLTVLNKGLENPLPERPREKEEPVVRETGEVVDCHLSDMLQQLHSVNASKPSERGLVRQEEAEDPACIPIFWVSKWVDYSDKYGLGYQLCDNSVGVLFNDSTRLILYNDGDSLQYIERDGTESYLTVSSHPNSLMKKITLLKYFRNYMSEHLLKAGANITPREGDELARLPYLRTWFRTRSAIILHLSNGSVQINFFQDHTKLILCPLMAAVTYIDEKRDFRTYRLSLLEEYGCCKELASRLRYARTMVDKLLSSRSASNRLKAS
Abeta rescue = qHTS for compounds that reverse cellular toxicity of Amyloid beta (A-beta) peptide in yeast: Primary Screen. yeast expressing A-beta42, growth rescue, OD600, 48 h; response scale: 0% DMSO, 100% iron-clioquinol control. 410,000 tested, 0.063% active. Potency, µM (titrated, usually from 46.1 µM), inactives show at the top dose growth rescue, usual class: activators; further: potency means the concentration at half of the fitted maximal effect; nearly all actives have a fitted effect of over 55% in size
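Yeast growth medium received pinned compounds, then yeast cells expressing toxic A-beta were added; plates incubated at 30 C for 48 hr. Growth read as absorbance at 600 nm, normalized to DMSO and equimolar FeCl3 plus clioquinol controls.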
IL-2 act = qHTS of IL-2 Activators; IL-2 activation reporter assay, cell-based qHTS; stimulated with anti-CD3/CD4/CD28 beads; in transgenic mouse T cells; activation, % (series mostly up to about 46 µM); 360,000 tested, 0.065% active; AID 652025, 2013; in the data active means activation above about 50%; inconclusive means mostly about 30% to 49%; further: 0% is about no effect
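EGFP and DsRed fluorescence is measured by plate cytometry in unstimulated transgenic mouse T cells exposed to compound for 60 minutes, then stimulated 18 hours at 37 degrees C with anti-CD3/anti-CD4 beads plus anti-CD28.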
FUS yeast rescue = qHTS for Suppressors of FUS Proteinopathy: Primary screen using FUS-linked yeast assay; S. cerevisiae FUS-expressing, growth rescue, OD600, 24 h; AID 1347120, 2019; Potency, µM (top dose mostly 76.6 µM), inactives show at the highest dose growth rescue (activation), hits mostly activators; 390,000 tested, 0.24% active;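 further: potency means the concentration at half of the fitted maximal effect; plate controls were DMSO vehicle for no effect and reference control for full effect; nearly all actives have a fitted effect of over 55% in size; some results filed as inactive show a strong effect at the top dose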
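Toxicity suppression screen in FUS-yeast. Cells induced with 2% galactose, starting OD 0.005, treated 24hr at 30C with compounds at multiple final concentrations; growth by OD600.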
EPAC1 agonist = qHTS for Agonist of cAMP-regulated guanine nucleotide exchange factor 3 (EPAC1): primary screen. 360,000 tested, 0.073% active. Rap guanine nucleotide exchange factor 3 (Homo sapiens), O95398. AID 720707, 2013. EPAC1 agonist qHTS, biochemical assay; response scale: 100% = response to 6.5 mM cAMP. Potency, µM (highest dose often 154 µM), for the others: at the top dose activation, usual class: activators; further: potency means the concentration at half of the fitted maximal effect; nearly all actives have a fitted effect of over 60% in size
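Fluorescent GDP-exchange assay: 100 nM EPAC1 with 250 nM Rap1B preloaded with BODIPY-GDP and 50 uM GDP; compounds tested as concentration series, 5 min at room temperature, then read every 5 min for 30 min (ex 480/em 540 nm); normalized to 6.5 mM cAMP.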
PI5P4Ka inh = qHTS for Inhibitors of phosphatidylinositol 5-phosphate 4-kinase (PI5P4K). Phosphatidylinositol 5-phosphate 4-kinase type-2 alpha (Homo sapiens), P48426. PI5P4Kalpha enzyme, ADP-Glo luminescence, 60 min; hits give low values. max response, %. 330,000 tested, 1.2% active. AID 652105, 2013; active means max response of -50% or lower; inconclusive means between -30% and -50%; inactive means -30% or higher; further: value at the top dose of about 77 µM; on the % scale 0 is the no-effect control and ±100 the full control effect
Target sequence (P48426 whole entry, looked up): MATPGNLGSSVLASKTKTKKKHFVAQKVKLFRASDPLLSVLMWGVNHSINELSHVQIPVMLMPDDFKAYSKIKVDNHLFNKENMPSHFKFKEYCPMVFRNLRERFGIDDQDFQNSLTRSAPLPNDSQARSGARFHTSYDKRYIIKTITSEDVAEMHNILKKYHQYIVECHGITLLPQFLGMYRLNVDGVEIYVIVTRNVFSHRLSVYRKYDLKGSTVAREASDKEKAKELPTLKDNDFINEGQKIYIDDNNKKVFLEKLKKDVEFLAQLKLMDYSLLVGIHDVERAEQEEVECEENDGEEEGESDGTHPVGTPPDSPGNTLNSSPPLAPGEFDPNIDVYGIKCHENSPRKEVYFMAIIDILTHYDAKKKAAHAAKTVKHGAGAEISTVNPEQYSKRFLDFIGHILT
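ADP-Glo luminescence end-point read after a 60 min room-temperature kinase reaction of PI5P4Kalpha plus substrate, initiated with ATP at 5 microM final. Buffer: 0.038 M HEPES pH 7.4, EGTA, 0.1% CHAPS, 5% DMSO.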
EPAC1 antag = qHTS for Antagonist of cAMP-regulated guanine nucleotide exchange factor 3 (EPAC1): primary screen | Rap guanine nucleotide exchange factor 3 (Homo sapiens), O95398 | EPAC1 GEF assay, Rap1b-BODIPY-GDP exchange fluorescence | Potency, µM (top dose mostly 115 µM), inactives show top-dose activity change, negative = inhibition, actives largely listed as inhibitors | 360,000 tested, 0.14% active;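 further: potency means the concentration at half of the fitted maximal effect; plate controls were vehicle for no effect and positive control for full effect; nearly all actives have a fitted effect of over 50% in size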
WRN inhibitor = qHTS for Inhibitors of WRN Helicase; Bifunctional 3'-5' exonuclease/ATP-dependent helicase WRN (Homo sapiens), Q14191; WRN helicase unwinding, fluorescent forked duplex, kinetic; Potency, µM (doses to about 114 µM), without a hit: top-dose activity change, negative = inhibition, actives largely listed as inhibitors; 360,000 tested, 0.46% active; AID 651768, 2012; further: potency means the concentration at half of the fitted maximal effect; on the % scale 0 is the no-effect control and ±100 the full control effect; nearly all actives have a fitted effect of over 55% in size
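Primary qHTS, 1536-well format. 20 nM WRN + compound, 15 min RT; start with 100 nM forked fluorophore/quencher duplex, 2 mM ATP (final); kinetic read ex 525/em 598 nm.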
The depositor's hits bear a star; ? = inconclusive; / = not tested or not shown; & = joins results of further samples; [ ] = dose if it differs, or a comment. Unless noted, the call rests on the fitted dose curve; in most records, active means well fitted curve in the direction sought with a large enough effect; inconclusive means small, poorly fitted or top-dose-only effect, or another doubt; inactive means no such curve, though single readings can be large; an effect the other way counts as inactive or inconclusive.

#	Structure	IL-2 act	PLK1 PBD inh	WRN inhibitor	EPAC1 agonist	PI5P4Ka inh	Abeta rescue	FUS yeast rescue	EPAC1 antag
1	O=C(Nc1ccc(N2CCOCC2)c(Cl)c1)c1c(F)c(F)c(F)c(F)c1F	1.1	2%	-21%	-6%	7	?	8%	-7%
2	CNS(=O)(=O)c1ccc(C)c(S(=O)(=O)NC)c1	0.2	-1%	-5%	4%	2	10%	-6%	-14%
3	CCOCCCNCC(=O)Nc1ccc(OC(F)(F)F)cc1	-2.0	-5%	3%	-3%	4	-14%	-7%	5%
4	Cc1ccc(S(=O)(=O)Nc2c(C)cc(C)nc2Cl)cc1	-1.3	-8%	3%	5%	3	-22%	-20%	-24%
5	O=C(ON=C1CCN(S(=O)(=O)c2ccccc2)CC1)c1ccc(Cl)cc1	-0.5	0%	-5%	28%	/	25%	18%	-4%
6	Cc1cccc(C)c1OCC(=O)NCc1ccccc1	-3.0	1%	4%	-7%	1	-3%	-2%	5%
7	COc1ccc(N2CCN(Cc3cc(=O)c(OCC(=O)NC4CCCC4)co3)CC2)cc1	-1.5	-1%	-5%	3%	-8	7%	-5%	-8%
8	COc1ccccc1S(=O)(=O)CC(O)COc1ccc(C#N)cc1 (stereo not drawn)	0.8	-11%	5%	-2%	-3	-15%	19%	-6%

(next part)
#	Structure	IL-2 act	PLK1 PBD inh	WRN inhibitor	EPAC1 agonist	PI5P4Ka inh	Abeta rescue	FUS yeast rescue	EPAC1 antag
9	CCCSC1=C(C#N)C(c2ccccc2C)C(C(=O)OC)C(=O)N1 (stereo not drawn)	-1.2	-19%	-11%	13%	/	3%	-3%	-19%
10	O=C(COC(=O)[C@H](Cc1ccccc1)NC(=O)c1cccs1)NC1CCCCC1	7.2	-12%	?	7%	12	9%	26%	-16%
11	Cc1cc(C(=O)NC2CCCc3c2cnn3-c2cc(F)cc(F)c2)nn1C (stereo not drawn)	0.7	-5%	-28%	-1%	-2	3%	7%	3%
12	O=C(NCC1CC1)c1onc(CSc2ccc(F)cc2)c1C(=O)NCC1CC1	-0.6	-2%	-2%	2%	8	16%	23%	-22%
13	O=[N+]([O-])c1ccc(N2CCN(C(=S)Nc3ccc(F)cc3)CC2)cc1	0.1	-14%	-2%	-13%	-3	0%	-13%	-6%
14	CCOC(=O)c1nnc(-c2ccccc2)nc1N1CC(C)OC(C)C1 (stereo not drawn)	-2.9	-2%	-9%[57.1 µM]	2%	0	-23%	12%	14%
15	O=C(Nc1nnc(-c2ccccc2Cl)o1)c1nc2ccccc2s1	0.1	-20%	-4%	-21%	-18	-45%[inhibitor]	5%	?
16	CC(C)N1CCN(Cc2ccc(Oc3ncccn3)cc2)CC1CCO (stereo not drawn)	-0.4	-3%	2%	-10%	0	/	7%	5%

Quoted at random: 2 compounds from above
#	Structure	IL-2 act	PLK1 PBD inh	WRN inhibitor	EPAC1 agonist	PI5P4Ka inh	Abeta rescue	FUS yeast rescue	EPAC1 antag
11	Cc1cc(C(=O)NC2CCCc3c2cnn3-c2cc(F)cc(F)c2)nn1C (stereo not drawn)	0.7	-5%	-28%	-1%	-2	3%	7%	3%
15	O=C(Nc1nnc(-c2ccccc2Cl)o1)c1nc2ccccc2s1	0.1	-20%	-4%	-21%	-18	-45%[inhibitor]	5%	?

(more compounds)
#	Structure	IL-2 act	PLK1 PBD inh	WRN inhibitor	EPAC1 agonist	PI5P4Ka inh	Abeta rescue	FUS yeast rescue	EPAC1 antag
17	O=C(Cc1c[nH]c2ccccc12)Nc1nccs1	0.2	-9%	-2%	11%	0	-4%	36%	-2%
18	O=C(NC(C(=O)N/N=C/c1cccnc1)c1n[nH]c(=O)c2ccccc12)c1ccccc1 (stereo not drawn)	-0.7	-3%	-4%	6%	-3	11%	-14%	-7%
19	Cc1ccc(N2CCN(S(=O)(=O)c3ccc(-n4cnnn4)cc3)CC2)c(C)c1	-1.5	-15%	-2%	1%	0	1%&-20%	3%&-12%	-4%
20	COc1ccc(CC(=O)N/N=C(\C)CC(=O)NCc2ccco2)cc1OC	1.2	-2%	0%	17%	0	11%	-13%	-21%
21	COC(=O)c1ccc(COn2nnc3ccccc32)cc1	0.4	-2%	-1%	0%	4	6%	-3%	6%
22	Nc1ccc(Sc2ccccc2Cl)nc1	-2.4	-8%	0%	11%	5	15%	16%	-11%
23	O=C(Cc1ccc(S(=O)(=O)N2CCOCC2)s1)NCCc1ccc(F)cc1	-0.8	-6%	1%	-13%	-12	-7%	23%	2%
24	O=C(CN1C(=O)c2ccccc2C1=O)OCC(=O)c1ccccc1	0.3	3%	-1%	-3%	-3	-8%	-1%	-3%

Continuation.
#	Structure	IL-2 act	PLK1 PBD inh	WRN inhibitor	EPAC1 agonist	PI5P4Ka inh	Abeta rescue	FUS yeast rescue	EPAC1 antag
25	CC(C)(C)NC(=O)COc1ccc(S(=O)(=O)N2CCCC2)cc1	-3.2	-10%	-4%	-8%	5	-10%	-16%	-1%
26	O=C(OCC(=O)c1ccc(Cl)cc1Cl)c1ccc2c(c1)C(=O)N(c1cccc3ncccc13)C2=O	-1.0	-3%	-6%	-1%	/	-1%	31%	-13%
27	Cc1ccc(C(=O)NCC(=O)NNC(=O)CN(C)S(=O)(=O)c2ccc(Cl)cc2)s1	-0.2	8%	4%	-4%	-5	-9%	4%	-6%
28	Cc1ccc(S(=O)(=O)N2C[C@@H]3[C@H]4CC[C@H](C4)[C@@H]3[C@@H](C)[C@@H]2c2cn(Cc3ccccc3)c3ncccc23)cc1	0.6	-11%	-6%	1%	2	-1%	?	7%
29	CCN(CC(=O)Nc1cccc(OC)c1)C(=O)C1CCN(C(=O)Nc2ccccc2)CC1	-0.1	-5%	4%	3%	/	2%	19%	-13%
30	Cc1nc(SCC(=O)Nc2cc(C)on2)c2c(C)c(C)sc2n1	1.1	-6%	-3%	0%	/	10%	-6%	-3%
31	Cc1cc(C)c(NC(=O)CCCN2CCCC2)c(C)c1	-0.1	-6%	10%	5%	4	8%	-3%	-12%
32	COc1ccc(CCNCC(O)COc2ccc(OC)cc2C(C)(C)C)cc1 (stereo not drawn)	-3.3	-1%	-10%	11%	0	-11%	-6%	6%

Continuation.
#	Structure	IL-2 act	PLK1 PBD inh	WRN inhibitor	EPAC1 agonist	PI5P4Ka inh	Abeta rescue	FUS yeast rescue	EPAC1 antag
33	COc1cc(Cl)ccc1OCc1cc(C(=O)NC(C)Cc2cnccn2)no1 (stereo not drawn)	-0.8	-6%	-34%	-3%	-4	5%	/	4%
34	O=C(N/N=C/c1sc2ccccc2c1O)c1ccccc1	11	56%[activator]	-31%	27%	-24	-75%[inhibitor]	21%	0%
35	CCN1C(=O)c2ccccc2Sc2ccc(C(=O)NCCCN3CCCCC3)cc21	-1.3	-9%	-6%	12%	-2	3%	1%	2%
36	Cc1cccc(C)c1OC(=O)c1ccccc1	0.8	-8%	6%	-1%	2	?	-20%	-8%
37	O=Cc1ccc2noc(-c3ccc(F)cc3)c2c1	-0.1	24µM*	-13%[57.1 µM]	11%	-26	-19%	29%	16%
38	COCCNC(=O)C1CCC(CNS(=O)(=O)c2ccc(F)cc2)CC1 (stereo not drawn)	-0.1	-6%	-14%	5%	-5	-9%	-31%	9%
39	CCCCOCCCn1cnc2c([nH]c3cc(OC)ccc32)c1=O	2.1	-5%	-18%	7%	7	?	-4%	-8%
40	COC(=O)C(C)(C)ONC(=O)Nc1ccc(Br)cc1	-0.5	37%[activator]	-6%	-2%	1	-5%	-21%	8%

New compounds follow.
#	Structure	IL-2 act	PLK1 PBD inh	WRN inhibitor	EPAC1 agonist	PI5P4Ka inh	Abeta rescue	FUS yeast rescue	EPAC1 antag
41	COc1cc(O)ccc1C=O	-0.3	-6%	-2%	17%	2	-2%	-25%	5%
42	CCNC(=O)CC1C(=O)N(c2ccc(F)cc2)C(=O)N1CCC(C)C (stereo not drawn)	-0.2	-8%	-4%	5%	/	-4%	9%	-2%
43	CC(=O)c1ccc(NC(=O)CSc2nnc(NC(=O)c3ccco3)s2)cc1	0.9	-3%	-20%	5%	1	2%	/	13%
44	COP(=O)(OC)C(Nc1ccc(Cl)cc1)c1ccccc1 (stereo not drawn)	-0.2	-5%	4%	1%	3	14%	-3%	-22%
45	CC(=O)C1CCC2C3CCC4=CC(=O)C=CC4(C)C3CCC12C (stereo not drawn)	-0.8	1%	7%	-12%	1	-36%[inhibitor]	17%	-8%
46	O=C(CNc1ccc(F)cc1Cl)Nc1cccc(S(=O)(=O)N2CCCCC2)c1	-0.7	2%	6%	0%	-1	7%	28%	18%
47	Nn1cnnc1SCC(=O)N1CCc2ccccc2C1	1.0	-10%	-1%	-1%	1	-19%	-19%	-11%
48	COc1ccc(-c2c(-c3cc(OC)cc(OC)c3)n(C)c3ccc(-c4ccc(OC)nc4)cc23)cc1	-0.9	2%	-1%	-7%	16	-1%	-12%	-7%
49	O=c1cc(COc2ccc(Cl)c(Cl)c2)nc2sccn12	-1.1	-2%	-4%	1%	?	-8%	-17%	-7%
50	O=C(C1=C[C@@H](c2coc3ccccc3c2=O)C[C@@H](OCc2ccc(CO)cc2)O1)N1CCCCCCC1	1.5	-8%	1%	2%	0	-11%	12%	0%
51	CCCOc1ccc(NC(=O)CC2C(=O)Nc3ccccc3N2CC(=O)N2CCCC2)cc1 (stereo not drawn)	-0.7	-6%	-3%	5%	-1	5%	26%	-27%

Copied from above, entries 41–43
#	Structure	IL-2 act	PLK1 PBD inh	WRN inhibitor	EPAC1 agonist	PI5P4Ka inh	Abeta rescue	FUS yeast rescue	EPAC1 antag
41	COc1cc(O)ccc1C=O	-0.3	-6%	-2%	17%	2	-2%	-25%	5%
42	CCNC(=O)CC1C(=O)N(c2ccc(F)cc2)C(=O)N1CCC(C)C (stereo not drawn)	-0.2	-8%	-4%	5%	/	-4%	9%	-2%
43	CC(=O)c1ccc(NC(=O)CSc2nnc(NC(=O)c3ccco3)s2)cc1	0.9	-3%	-20%	5%	1	2%	/	13%

Compound activity (PubChem BioAssay)
